Assay outcomes: PubChem BioAssay, National Center for Advancing Translational Sciences (NCATS)
IL2 activator: IL-2 activation | IL-2 activation reporter assay, cell-based qHTS; stimulated with anti-CD3/CD4/CD28 beads; in transgenic mouse T cells | activation, % (series mostly up to about 46 µM) | 360,000 tested, 0.065% active; in the data active = activation above about 50%; inconclusive = mostly about 30% to 49%; note: 0% is about no effect
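Unstimulated transgenic mouse T cells; 60-min compound exposure; bead-based TCR/CD4/CD28 stimulation; 18 h culture, 37 degrees C; dual fluorescence (EGFP, DsRed) plate cytometry.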
WRN helicase inh: inhibitors of human WRN helicase. Potency, µM (series often up to 114 µM), for the others: at the highest dose activity change, negative = inhibition, usual class: inhibitors. WRN helicase unwinding, fluorescent forked duplex, kinetic. 360,000 tested, 0.46% active. Q14191; note: potency is the fitted concentration of half-maximal effect; % is set by controls: 0 for no effect and ±100 for the full control effect; nearly all actives have a fitted effect of over 55% in size
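Primary qHTS, 1536-well format. 20 nM WRN + compound, 15 min RT; start with 100 nM forked fluorophore/quencher duplex, 2 mM ATP (final); kinetic read ex 525/em 598 nm.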
EPAC1 ag: agonists of human EPAC1. AID 720707. Potency, µM (titrated, usually from 154 µM), for inactives: top-dose activation, actives largely listed as activators. EPAC1 agonist qHTS, biochemical assay; response scale: 100% = response to 6.5 mM cAMP. 360,000 tested, 0.073% active. O95398; note: potency is the fitted concentration of half-maximal effect; nearly all actives have a fitted effect of over 60% in size
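EPAC1 100 nM, Rap1B–BODIPY-GDP 250 nM, unlabeled GDP 50 uM; compound titration; 5 min RT; kinetic read ex480/em540 at 5-min intervals ×30 min; data normalized to 6.5 mM cAMP agonist control.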
FUS suppressor: FUS proteinopathy suppression in yeast. S. cerevisiae FUS-expressing, growth rescue, OD600, 24 h. 390,000 tested, 0.24% active. AID 1347120. Potency, µM (highest dose often 76.6 µM), inactives show at the highest dose growth rescue (activation), most hits filed as activators;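 note: potency is the fitted concentration of half-maximal effect; plate controls were DMSO vehicle for no effect and reference control for full effect; nearly all actives have a fitted effect of over 55% in size; some results filed as inactive show a strong effect at the top dose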
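Toxicity suppression screen in FUS-yeast. Cells induced with 2% galactose, starting OD 0.005, treated 24hr at 30C with compounds at multiple final concentrations; growth by OD600.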
PLK1 PBD block: inhibitors of human PLK1 polo-box domain binding; P53350; Plk1 PBD binding of FITC phosphopeptide, fluorescence polarization; Potency, µM, for the others: max response, negative = inhibition, actives largely listed as inhibitors; 360,000 tested, 2.8% active; note: potency is the fitted concentration of half-maximal effect; series mostly up to about 57 µM; % is set by controls: 0 for no effect and ±100 for the full control effect; nearly all actives have a fitted effect of over 65% in size
Target sequence (P53350 whole entry, looked up, the tested form may be a part): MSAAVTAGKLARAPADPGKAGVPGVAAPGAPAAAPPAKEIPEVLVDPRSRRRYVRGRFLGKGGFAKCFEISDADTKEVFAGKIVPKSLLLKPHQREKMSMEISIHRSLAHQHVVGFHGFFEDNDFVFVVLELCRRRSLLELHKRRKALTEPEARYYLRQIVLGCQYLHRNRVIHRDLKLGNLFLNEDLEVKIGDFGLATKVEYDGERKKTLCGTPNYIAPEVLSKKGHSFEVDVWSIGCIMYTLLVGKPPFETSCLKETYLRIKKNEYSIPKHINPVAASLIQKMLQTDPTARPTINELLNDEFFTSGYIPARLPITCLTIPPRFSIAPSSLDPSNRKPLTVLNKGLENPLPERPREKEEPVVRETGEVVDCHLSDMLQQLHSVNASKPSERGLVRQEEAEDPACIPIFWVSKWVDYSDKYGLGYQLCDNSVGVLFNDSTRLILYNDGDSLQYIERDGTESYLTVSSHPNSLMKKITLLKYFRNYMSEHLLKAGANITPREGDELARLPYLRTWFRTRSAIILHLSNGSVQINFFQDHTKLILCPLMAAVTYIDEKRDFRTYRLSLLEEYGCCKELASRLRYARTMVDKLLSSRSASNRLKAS
aSyn yeast inh: alpha-synuclein toxicity inhibition in yeast; Yeast expressing alpha-synuclein, growth rescue, BacTiter-Glo, 24 h; Potency, µM (top dose mostly 46.1 µM), without a hit: at the highest dose growth rescue (activation), most hits filed as activators; 370,000 tested, 0.14% active; note: potency is the fitted concentration of half-maximal effect; % of control where 0% means no effect; nearly all actives have a fitted effect of over 65% in size
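Rescue of yeast growth: cells expressing toxic alpha-synuclein, induced in galactose at OD600 0.02, incubated with compound 24 h at 30 C. ATP luminescence quantified growth; inhibitors of toxicity appear as activators.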
EPAC1 antag: antagonists of human EPAC1; O95398; EPAC1 GEF assay, Rap1b-BODIPY-GDP exchange fluorescence; Potency, µM (series often up to 115 µM), for the others: top-dose activity change, negative = inhibition, most hits filed as inhibitors; 360,000 tested, 0.14% active; AID 720709;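 note: potency is the fitted concentration of half-maximal effect; plate controls were vehicle for no effect and positive control for full effect; nearly all actives have a fitted effect of over 50% in size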
PI5P4Ka inh: blocks human PI5P4K alpha kinase activity; 330,000 tested, 1.2% active; PI5P4Kalpha enzyme, ADP-Glo luminescence, 60 min; active compounds read low; max response, %; P48426; active = max response of -50% or lower; inconclusive = between -30% and -50%; inactive = -30% or higher; note: value at the top dose of about 77 µM; % is set by controls: 0 for no effect and ±100 for the full control effect
Target sequence (P48426 whole entry, looked up): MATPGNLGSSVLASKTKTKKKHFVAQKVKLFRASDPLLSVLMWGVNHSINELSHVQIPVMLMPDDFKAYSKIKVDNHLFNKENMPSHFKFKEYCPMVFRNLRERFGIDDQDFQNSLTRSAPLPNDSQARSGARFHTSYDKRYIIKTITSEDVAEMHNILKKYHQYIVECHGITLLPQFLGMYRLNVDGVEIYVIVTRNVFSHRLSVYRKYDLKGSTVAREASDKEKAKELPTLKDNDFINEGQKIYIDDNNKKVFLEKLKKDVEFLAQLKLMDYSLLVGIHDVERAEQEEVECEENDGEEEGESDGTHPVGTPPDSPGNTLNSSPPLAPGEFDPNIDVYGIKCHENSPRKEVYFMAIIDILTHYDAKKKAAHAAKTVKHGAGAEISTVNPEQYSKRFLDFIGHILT
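PI5P4Kalpha ADP-Glo assay; 5 microM ATP final; 60 min RT reaction; HEPES pH 7.4/EGTA/CHAPS, 5% DMSO; controls lacking substrate or enzyme; luminescent end-point.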
Abeta rescue: compounds reversing amyloid beta toxicity in yeast; yeast expressing A-beta42, growth rescue, OD600, 48 h; response scale: 0% DMSO, 100% iron-clioquinol control; Potency, µM (highest dose often 46.1 µM), for the others: at the highest dose growth rescue, actives largely listed as activators; 410,000 tested, 0.063% active; AID 1347071; note: potency is the fitted concentration of half-maximal effect; nearly all actives have a fitted effect of over 55% in size
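Yeast growth medium received pinned compounds, then yeast cells expressing toxic A-beta were added; plates incubated at 30 C for 48 hr. Growth read as absorbance at 600 nm, normalized to DMSO and equimolar FeCl3 plus clioquinol controls.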
The depositor's hits bear a star; ? = inconclusive; nt = no result given; [ ] = remark or other dose. Unless noted, calls come from the whole dose curve; as a rule, active = well fitted curve in the direction sought with a large enough effect; inconclusive = small, poorly fitted or top-dose-only effect, or another doubt; inactive = no such curve, though single readings can be large; an effect the other way counts as inactive or inconclusive.

no.	Molecule	IL2 activator	WRN helicase inh	EPAC1 ag	FUS suppressor	PLK1 PBD block	aSyn yeast inh	EPAC1 antag	PI5P4Ka inh	Abeta rescue
1	CCS(=O)(=O)C1=NSC2=NC(=O)/C(=C\c3ccc(OS(=O)(=O)c4ccccc4)cc3)C(=N)N21	2.0	?	-10%	42%	30µM*	-5%	-62%	-74*	-4%
2	Cc1nc(SCC(=O)NC(=O)NCCC(C)C)c2c(-c3cccs3)csc2n1	0.1	-25%[57.1 µM]	6%	2%	-1%	-8%	-16%	-1	-1%
3	C[N+](C)(CC#N)C/C=C\c1ccccc1	0.3	12%	0%	-10%	1%	3%	3%	-6	-4%
4	C(=C\c1ccccc1)/CN1CCN(C(c2cccs2)c2nnnn2C2CCCC2)CC1 (stereo not given)	0.2	-8%	7%	6%	-3%	7%	?	-6	-5%
5	O=C(COc1ccccc1)Nc1c(C(=O)N2CCC(N3CCCCC3)CC2)oc2ccccc12	0.3	0%	-9%	0%	3%	2%	0%	-6	nt
6	COC(=O)C1CCN(C(=O)N2CCOCC2)CC1	2.7	-1%[57.1 µM]	7%	-12%	2%	0%	8%	nt	2%
7	CC(=O)c1cccc(NC(=O)C(C)OC(=O)c2ccc(Br)o2)c1 (stereo not given)	0.6	6%	2%	-6%	-4%	0%	11%	-8	11%
8	CNC(=O)c1sc(=S)n(-c2ccc(OC)cc2)c1N	-0.8	-3%	0%	15%	-5%	1%	-5%	5	3%

(listing goes on)
no.	Molecule	IL2 activator	WRN helicase inh	EPAC1 ag	FUS suppressor	PLK1 PBD block	aSyn yeast inh	EPAC1 antag	PI5P4Ka inh	Abeta rescue
9	Cc1ccc(CNC(C)(C)CO)cc1	0.2	4%	6%	nt	-15%	-3%	1%	-5	-16%
10	CS(=O)(=O)c1ccc2nc(NC(=O)Nc3ccccc3F)sc2c1	0.3	4%	0%	-19%	4%	-1%	-4%	19	-3%
11	O=C(Cn1ccc([N+](=O)[O-])n1)N1CCCCCC1	-0.6	-3%	0%	-5%	-3%	-4%	0%	0	10%
12	O=C(CSc1nnnn1-c1cccnc1)NCc1cccs1	-0.3	-5%	6%	19%	-25%	-1%	-12%	8	15%
13	Cc1nn(Cc2ccc(F)cc2)c(C)c1NC(=O)C1c2ccccc2Oc2ccccc21	-7.0	-11%	-18%	?	2%	2%	-21%	2	2%
14	CCN(CC)S(=O)(=O)c1cccc(C(=O)OCC(=O)c2ccc3c(c2)NC(=O)CO3)c1	-1.7	-11%	1%	1%	-6%	6%	4%	nt	-15%
15	COc1cccc(C2CC(c3cccs3)=NN2C(=O)CSc2nc3ccccc3s2)c1OC (stereo not given)	-0.5	-1%	-5%	nt	-3%	6%	2%	1	15%
16	CCc1ccc(Nc2nnc(SCC(=O)c3c(N)n(C4CC4)c(=O)[nH]c3=O)s2)cc1	1.3	4%	-10%	-23%	-11%	-5%	-10%	-8	10%

Next section
no.	Molecule	IL2 activator	WRN helicase inh	EPAC1 ag	FUS suppressor	PLK1 PBD block	aSyn yeast inh	EPAC1 antag	PI5P4Ka inh	Abeta rescue
17	Cc1ccc(S(=O)(=O)N2CCCCC2)cc1NC(=O)CSc1nncn1-c1ccccc1	-1.0	3%[57.1 µM]	8%	19%	-6%	6%	?	1	3%
18	CCOC(=O)c1cnc2ccc(C(=O)OC)cc2c1Nc1ccc(C(=O)O)cc1	1.4	1%	6%	13%	-17%	1%	-20%	-20	-10%
19	COCCNCc1ccccc1[N+](=O)[O-]	-0.2	-6%	3%	-37%	-6%	-5%	2%	3	8%
20	O=C(Nc1nncs1)C(Sc1ccccc1)c1ccccc1 (stereo not given)	1.2	5%	-15%	nt	?	10%	0%	-3	7%
21	CCc1nc(NCCN)c(C#N)c2c1CSC(C)(C)C2	-0.1	4%	0%	9%	-14%	6%	-9%	0	15%
22	COCCOc1cc(NC(=O)CS(=O)CC(=O)N(C)C)c(Cl)cc1Cl (stereo not given)	-0.5	-1%	2%	7%	1%	1%	11%	-1	-4%
23	CCCc1cc(=O)oc2cc(C)cc(OCC(=O)NCc3cccnc3)c12	-2.2	4%	16%	-3%	-19%	0%	-8%	9	-5%
24	CC(C)=CCN1CCNC(=O)C1CC(=O)NCc1nc(C)c(C)s1 (stereo not given)	1.0	8%	-4%	18%	-1%	0%	9%	-11	-5%

Some of the entries so far, screen by screen.
(22) COCCOc1cc(NC(=O)CS(=O)CC(=O)N(C)C)c(Cl)cc1Cl (stereo not given)
(23) CCCc1cc(=O)oc2cc(C)cc(OCC(=O)NCc3cccnc3)c12
(24) CC(C)=CCN1CCNC(=O)C1CC(=O)NCc1nc(C)c(C)s1 (stereo not given)
compound no.,22,23,24
IL2 activator,-0.5,-2.2,1.0
WRN helicase inh,-1%,4%,8%
EPAC1 ag,2%,16%,-4%
FUS suppressor,7%,-3%,18%
PLK1 PBD block,1%,-19%,-1%
aSyn yeast inh,1%,0%,0%
EPAC1 antag,11%,-8%,9%
PI5P4Ka inh,-1,9,-11
Abeta rescue,-4%,-5%,-5%

Continuation.
no.	Molecule	IL2 activator	WRN helicase inh	EPAC1 ag	FUS suppressor	PLK1 PBD block	aSyn yeast inh	EPAC1 antag	PI5P4Ka inh	Abeta rescue
25	C[C@@H]1COC(=O)[C@@H](CC(=O)OC(C)(C)C)C/C=C\C[C@@H](CC(=O)N[C@@H](CO)Cc2ccccc2)C(=O)N1	-2.0	3%	-20%	14%	-11%	-2%	3%	-4	1%
26	O=C(c1ccccc1Br)N1CCC(c2nc3ccccc3s2)CC1	-0.1	9%	7%	15%	-19%	?	-18%	-4	-3%
27	CCCCn1nnnc1SCC(=O)Nc1ccc(F)cc1	1.3	-3%	7%	5%	-11%	2%	6%	6	19%
28	CCOc1ccc(S(=O)(=O)N2CCC(C(=O)OCc3ccc(OC)cc3)CC2)cc1	-0.3	-8%	13%	19%	-5%	-4%	10%	-2	11%
29	COc1ccc(N(CC(=O)NC2CCCCCC2)S(=O)(=O)c2ccccc2)cc1Cl	-0.7	7%	-19%	4%	-5%	-2%	0%	5	15%
30	CCNC(=O)N(CC)C[C@H]1N[C@@](Cc2ccccc2)(C(=O)OC)[C@H]2C(=O)N(Cc3ccccc3)C(=O)[C@@H]12	0.1	-3%	-6%	23%	7%	1%	-20%	-4	4%
31	CC(C)(C)OC(=O)C[C@@H]1C/C=C\C[C@@H](CC(=O)N[C@H](CO)Cc2ccccc2)C(=O)N2CCC[C@H]2COC1=O	1.1	5%	1%	21%	-3%	3%	10%	10	-5%
32	O=C1CN(S(=O)(=O)c2ccccc2)c2ccccc2N1	-3.1	2%	13%	-1%	-19%	4%	4%	1	8%

Further results
no.	Molecule	IL2 activator	WRN helicase inh	EPAC1 ag	FUS suppressor	PLK1 PBD block	aSyn yeast inh	EPAC1 antag	PI5P4Ka inh	Abeta rescue
33	Cc1ccccc1NC(=S)NC(C)C(c1cccs1)N1CCOCC1 (stereo not given)	-1.8	9%	-4%	19%	2%	2%	7%	0	13%
34	Cc1[nH]nc(SCC(=O)NCc2ccccc2)c1[N+](=O)[O-]	-1.1	-3%	-2%	3%	-3%	3%	?	3	1%
35	OC(c1ccccc1)(c1nc(-c2cccc3cccnc23)cs1)C(F)(F)F (stereo not given)	-0.7	-4%	-11%	-10%	-12%	-2%	-18%	-1	-2%
36	CCCCCC(=O)Nc1cccc(S(=O)(=O)NC2=NCCCCC2)c1	-0.8	1%	1%	-18%	-16%	0%	-9%	-4	-7%
37	CN1CCN(c2ccc(NC(=O)COc3ccc4ccccc4c3)cc2)CC1	0.7	-15%	7%	18%	-7%	3%	-11%	-2	-2%
38	Cc1cc(C(F)F)n2nc(C(=O)Nc3ccccc3F)nc2n1	3.2	-8%	10%	-22%	-2%	-1%	-11%	-2	6%
39	COC(=O)C1=C(C)N(C)C(=O)/C1=C\c1ccco1	-2.9	-1%[57.1 µM]	-6%	11%	-3%	3%	1%	-5	-5%
40	COc1ccccc1C(C)NCC(=O)NCC(=O)Nc1ccc(F)c(F)c1F (stereo not given)	0.9	-4%	-1%	4%	-6%	0%	9%	3	2%

Further entries follow.
no.	Molecule	IL2 activator	WRN helicase inh	EPAC1 ag	FUS suppressor	PLK1 PBD block	aSyn yeast inh	EPAC1 antag	PI5P4Ka inh	Abeta rescue
41	CCN1CCN(S(=O)(=O)c2ccc(Cl)c(C(=O)N(CCc3ccccc3)Cc3ccccc3)c2)CC1	-1.1	6%	13%	?	-12%	-4%	-12%	2	-2%
42	Cc1ccc(S(=O)(=O)N(C)C)cc1NC(=O)C1CCC1	-2.5	-4%	2%	3%	-9%	0%	-5%	7	10%
43	CO[C@H]1CC[C@@]2(C)[C@@H](CC[C@@H]3[C@@H]2CC[C@@]2(C)[C@H]3C[C@H](C(=O)O)O[C@]23CCCO3)C1	-0.2	-7%	-2%	2%	-17%	22%	-29%	0	-1%
44	C=CCN(CC=C)C(=O)COn1nnc2ccc(S(=O)(=O)N3CCOCC3)cc21	0.3	-14%	?	13%	-7%	1%	5%	-3	5%
45	COCCN1C=C2C(=O)C(C)(OC(=O)C3CCCC3)C(=O)C=C2C=C1c1ccsc1 (stereo not given)	-2.2	3%	-7%	24%	-24%	-1%	15%	-3	-6%
46	CCCN1C2=NCCCN2c2ccccc21	-0.3	0%	-3%	-23%	2%	-5%	0%	nt	18%
47	S=c1[nH]ccn1Cc1ccccc1	0.5	4%	0%	-2%	30µM*	-1%	12%	-5	16%
48	N#CC1(NC(=O)CN2C(=O)c3ccccc3C2=O)CCCCC1	0.4	-5%	4%	18%	-1%	7%	2%	-1	-8%
49	O=C(Nc1ccc(Cl)cc1)c1ccc(CN2CCc3ccccc3C2)cc1	-0.2	3%	9%	-7%	-4%	1%	4%	2	-7%
50	Cc1ccccc1C(=O)Nc1ccc2c(c1)CCCN2C(=O)c1cccs1	-0.1	-11%	8%	?	-4%	5%	-10%	-2	5%
51	COCC(=O)N1CCC(Oc2ccc(C(=O)NCc3cnc(C)cn3)cc2)CC1	1.3	-3%	-6%	5%	-3%	-1%	-20%	0	-7%
